Bioassay records (PubChem BioAssay)
MrgX1 antagonist – human MrgX1 receptor antagonism, primary screen; Q96LB2; AID 588676; 310,000 compounds, 1.3% hits; B-score at 10 µM; MRGX1-HEK293 calcium flux, Fluo-4, BAM8-22 antagonism; hits give low values;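 active means calcium-response B-score plate-corrected more than 3 library SD below zero, starting fluorescence within 5 deviations, no agonist response on first addition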;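 further: peak minus trough fluorescence over baseline after final BAM8-22 challenge near maximal dose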
TRPC4 block – blocks the mouse TRPC4 cation channel; HEK293 TRPC4beta/mu-opioid, DAMGO-evoked Fluo4 calcium flux; hits give low values; B-score at 10 µM; 300,000 compounds, 0.39% hits;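 active means B-score over 3 SD under the library average, no early fluorescence shift, positive overall ratio signal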
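System: stable TRPC4beta/mu-opioid receptor HEK293 cells; Dosing: single-point compound dosing; Measured by: Fluo4 Ca2+ flux fluorescence; Read-out basis: per-well B score of integrated baseline-normalized Fluo4 ratio.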
RGS4 inh – human RGS4 inhibition; 310,000 compounds, 0.45% hits; AID 463165; P49798; HEK293 M3R/RGS4 inducible, Fluo-4 calcium flux; hits give high values; triggered by carbachol at its EC20; B-score at 10 µM;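 active means B-score, a plate-corrected calcium signal, over three deviations above library mean, with baseline fluorescence within five deviations of library mean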;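 further: RGS4 expression induced by doxycycline in cells with stable M3 receptor; B-score is computed from the integrated fluorescence ratio over baseline after carbachol; higher B-score means a larger calcium signal and so more RGS4 inhibition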
ANO1 activ – activates or potentiates the mouse TMEM16A chloride channel; Q8BHY3; HEK293 TMEM16A/YFP-H148Q/I152L, iodide quench fluorescence; hits give low values; B-score at 10 µM; 340,000 compounds, 0.3% hits; AID 623877;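 active means fluorescence-ratio B-score plate-corrected deviation score at least 3 library SD below zero, with starting fluorescence score within 5 deviations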;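 further: channel opened by trigger with iodide after compound preincubation; score built on the fluorescence ratio of max minus min over baseline; more negative score means more quench and so TMEM16A activation or potentiation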
Target sequence (Q8BHY3 whole entry, looked up): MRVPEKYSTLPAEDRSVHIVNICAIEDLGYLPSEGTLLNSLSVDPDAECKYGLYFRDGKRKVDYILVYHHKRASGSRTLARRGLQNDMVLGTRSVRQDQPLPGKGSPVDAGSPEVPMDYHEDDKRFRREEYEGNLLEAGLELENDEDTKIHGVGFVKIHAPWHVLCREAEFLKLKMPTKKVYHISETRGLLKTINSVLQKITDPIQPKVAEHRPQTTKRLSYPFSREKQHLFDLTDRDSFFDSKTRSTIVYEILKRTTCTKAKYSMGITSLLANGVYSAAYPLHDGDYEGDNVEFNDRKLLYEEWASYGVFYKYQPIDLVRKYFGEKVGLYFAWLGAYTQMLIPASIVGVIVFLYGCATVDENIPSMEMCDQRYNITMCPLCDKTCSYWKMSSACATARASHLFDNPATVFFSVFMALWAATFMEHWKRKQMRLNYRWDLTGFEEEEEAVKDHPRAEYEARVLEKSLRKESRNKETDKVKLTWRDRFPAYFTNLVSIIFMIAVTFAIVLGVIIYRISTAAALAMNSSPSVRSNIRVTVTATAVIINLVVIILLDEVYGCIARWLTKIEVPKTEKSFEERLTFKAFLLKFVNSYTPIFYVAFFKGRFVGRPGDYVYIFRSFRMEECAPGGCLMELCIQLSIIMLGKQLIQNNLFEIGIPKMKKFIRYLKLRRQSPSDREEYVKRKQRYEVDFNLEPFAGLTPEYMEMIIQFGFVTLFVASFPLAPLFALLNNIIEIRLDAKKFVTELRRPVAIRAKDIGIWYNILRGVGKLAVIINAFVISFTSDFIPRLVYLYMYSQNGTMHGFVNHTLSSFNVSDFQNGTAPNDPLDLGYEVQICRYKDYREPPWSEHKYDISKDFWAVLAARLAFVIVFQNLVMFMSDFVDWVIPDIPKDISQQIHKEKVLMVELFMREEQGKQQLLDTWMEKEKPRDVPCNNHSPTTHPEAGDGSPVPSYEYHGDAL
TRPC4 agonist – TRPC4 (mouse) channel activation. Q9QUQ5. HEK293 TRPC4beta/mu-opioid, Fluo4 calcium fluorescence; hits give high values. B-score at 10 µM. 310,000 compounds, 0.49% hits. AID 2237;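 active means B-score above 5 SD of library B-scores, and initial fluorescence ratio not above library mean plus 5 SD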;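 further: positive B-score marks a calcium rise read as TRPC4 activation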
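Material: HEK293 stable line with TRPC4beta plus mu-opioid receptor; technique: Fluo4 calcium-sensitive dye fluorescence, kinetic, 1 Hz baseline; timing: Fluo4 dye loading 45 min at room temperature, 110 s recording; controls: assay buffer as low control, maximal DAMGO as high control; read-out: integrated baseline-normalised fluorescence ratio, converted to per-well B score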
TRPC4 PAM – TRPC4 (mouse) allosteric potentiation; AID 2227; B-score at 10 µM; 310,000 compounds, 0.42% hits; HEK293 TRPC4beta/mu-opioid, DAMGO EC20, Fluo-4 Ca2+ flux; hits give high values; Q9QUQ5;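 active means B-score of calcium response area above 5 SD of library B-scores, with initial fluorescence ratio within 5 SD of library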;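 further: B-score of integrated fluorescence ratio over time as area under calcium response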
MrgX1 allo act – allosterically activates human MrgX1 receptor signaling; 310,000 compounds, 0.63% hits; Q96LB2; B-score at 10 µM; MrgX1-HEK293, Fluo-4 calcium flux, FDSS; hits give high values;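 active means plate-corrected calcium response at least 3 library SD above typical, normal starting fluorescence, not activating the receptor alone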;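 further: compound read alongside a low EC10 to EC30 dose of BAM8-22 agonist; peak minus trough fluorescence over baseline measured at the second addition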
TRPC6 inh – mouse TRPC6 channel inhibition; B-score at 10 µM; HEK293-TRPC6, membrane potential dye, ACh-evoked depolarization; hits give low values; AID 2553; Q61143; 310,000 compounds, 1.1% hits;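 active means B-score under library mean minus 3 SD, initial fluorescence not abnormally high, positive integrated signal ratio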;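 further: B-score derived from integrated fluorescence ratio over the kinetic read; more negative B-score means stronger inhibition of depolarization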
MrgX1 ag – activates human MrgX1 receptor signaling; Q96LB2; MrgX1-HEK293 cells, Fluo-4 calcium fluorescence, agonist mode; hits give high values; B-score at 10 µM; 310,000 compounds, 0.44% hits; AID 588627;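 active means calcium response B-score plate-corrected fluorescence ratio at least 3 library SD, with starting fluorescence B-score inside 5 SD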
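Test system: Stable human MrgX1 HEK293 cell line | Schedule: Overnight plating before 1 h dye loading | Read-out basis: Baseline-normalised fluorescence change ratio, B-scored | Detection: Kinetic calcium dye fluorescence, Fluo-4 NW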
TRPC6 activator – mouse TRPC6 channel activation; 310,000 compounds, 0.13% hits; HEK293-TRPC6 membrane potential dye fluorescence; hits give high values; Q61143; B-score at 10 µM; AID 2550;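 active means B-score of the integrated fluorescence ratio above library mean plus 3 SD, and starting fluorescence ratio within library mean plus 5 SD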;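 further: higher score means more depolarization so channel activation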
TMEM16A inh – blocks the mouse calcium-activated chloride channel TMEM16A | normalized B-score (activity score, 25-100; higher = stronger inhibition) at 10 µM | Q8BHY3 | 310,000 compounds, 1.2% hits | HEK293 TMEM16A/YFP iodide influx fluorescence, ionomycin;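 active means ratio plate-corrected score three or more library SD toward inhibition, starting fluorescence score within five deviations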;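 further: score derived from kinetic fluorescence span divided by baseline fluorescence per well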
* = called active by the depositor; i = inactive; nt = no result given.

SMILES	MrgX1 antagonist	TRPC4 block	RGS4 inh	ANO1 activ	TRPC4 agonist	TRPC4 PAM	MrgX1 allo act	TRPC6 inh	MrgX1 ag	TRPC6 activator	TMEM16A inh
Nc1c(-c2n[nH]c(=S)n2-c2ccc(Cl)cc2Cl)cnn1-c1ccccc1	i	i	i	i	i	i	i	i	i	i	i
COCCN(CC(=O)NCc1ccccc1)C(=O)CCC(=O)Nc1nccs1	i	i	i	i	i	i	i	i	i	i	i
COc1cc(C(=O)NCc2nnc(SCC(=O)N3CCCCC3)o2)cc(OC)c1OC	i	i	i	i	i	i	i	i	i	i	i
CCOP(=O)(OCC)C(Nc1cccc(C)c1)c1ccc(F)cc1 (configuration not stated)	i	i	i	i	i	i	i	i	i	i	i
Cc1ccc(SC(C)c2nc(-c3ccccc3)no2)cc1 (configuration not stated)	i	i	i	i	i	i	i	i	i	i	i
O=C(N/N=C/c1coc2ccccc2c1=O)c1cn(-c2ccccc2)nc1-c1ccccc1	i	i	i	i	i	i	i	i	i	i	i
COc1ccc(CN2C(=O)C(CC(C)C)Nc3ncnc(N4CCN(c5ccccc5)CC4)c32)cc1 (configuration not stated)	i	i	i	i	i	i	i	i	i	i	i
COc1cccc(CN(C)C(=O)Nc2cccc(C(F)(F)F)c2)c1OC	i	i	i	i	i	i	i	i	i	i	i
Cc1nn(CC(C)C)c(Cl)c1C(=O)N(c1ccc(Cl)cc1F)S(C)(=O)=O	i	i	i	i	i	i	i	i	i	i	i
O=S(=O)(c1cccc(S(=O)(=O)N2CCN(c3ncccn3)CC2)c1)N1CCOCC1	i	i	i	i	i	i	i	i	i	i	i
Cc1cc([N+](=O)[O-])ccc1NC1CCCC1	i	i	i	i	i	i	i	i	i	i	i
CC1CN(S(=O)(=O)c2ccc(C(=O)Nc3nccs3)cc2)CC(C)O1 (configuration not stated)	i	i	i	i	i	i	i	i	i	i	i
COc1ccc(S(=O)(=O)N(CC(=O)NCc2ccco2)c2ccc(C)cc2)cc1OC	i	i	i	i	i	i	i	i	i	i	i
COc1cccc(-c2nc3ccccc3c(=O)o2)c1	i	i	i	i	i	i	i	i	i	i	i
O=C(CSc1ncc(-c2ccc(F)cc2)n1Cc1ccco1)Nc1nccs1	i	i	i	i	i	i	i	i	i	i	i
COc1cccc(C2N(c3ccccn3)C(=O)C3CCCN32)c1OC (configuration not stated)	i	i	i	i	i	i	i	i	i	i	i
Cc1ccccc1OCCn1nc(C(=O)O)c2ccccc2c1=O	i	i	i	i	i	i	i	i	i	i	i
O=C(CSc1nnc(NC2CCCCC2)s1)Nc1ccc(N2CCOCC2)cc1	i	i	i	i	i	i	i	i	i	i	i
CCCCCN(C(=O)CCC(=O)OCC(=O)N1CCC(C)CC1)c1c(N)n(CCCC)c(=O)[nH]c1=O	i	i	i	i	i	i	i	i	i	i	i
O=C(N/N=C/c1cccc(C(F)(F)F)c1)C1CCN(c2ncc(C(F)(F)F)cc2Cl)CC1	i	i	i	i	i	i	i	i	i	i	i
CCOC(=O)Cn1c(=NC(=O)C2COc3ccccc3O2)sc2cc(S(N)(=O)=O)ccc21 (configuration not stated)	i	i	i	i	i	i	i	i	i	i	i
CCO[C@@H]1OC(C(=O)N2CCN(Cc3ccc4c(c3)OCO4)CC2)=C[C@H](c2coc3ccccc3c2=O)[C@H]1CCCO	-5.1*	i	i	i	i	i	i	i	i	i	i
CCO[C@H]1OC(C(=O)NCc2nc3ccccc3[nH]2)=C[C@@H](c2ccc3c(c2)OCO3)[C@@H]1CCCO	i	i	i	i	i	i	i	i	i	i	i
S=C(NCc1ccco1)Nc1ccccc1	i	i	i	i	i	i	i	i	i	i	i
CC(=O)Nc1cccc(/C(C)=N/NC(=O)c2ccc3c(c2)OCO3)c1	i	i	i	i	i	i	i	i	i	i	i

Continuation:
SMILES	MrgX1 antagonist	TRPC4 block	RGS4 inh	ANO1 activ	TRPC4 agonist	TRPC4 PAM	MrgX1 allo act	TRPC6 inh	MrgX1 ag	TRPC6 activator	TMEM16A inh
C=CCn1c(COc2ccccc2OC)nc2ccccc21	i	i	i	i	i	i	i	i	i	i	i
CCOC(=O)CSc1ccc(C(=O)Nc2ccc(Cl)cc2)cn1	i	i	i	i	i	i	i	i	i	i	i
COc1ccc(N(C(=O)c2ccco2)C(C(=O)NC2CCCC2)c2ccc(N3CCOCC3)cc2)c(OC)c1 (configuration not stated)	i	i	i	i	i	i	i	i	i	i	i
CCCCNC(=S)N=Nc1c(O)n(Cc2ccccc2)c2ccccc12	i	i	i	i	i	i	i	i	i	i	i
CCOc1ccc(Br)cc1C(=O)N/N=C/c1ccccn1	i	i	i	i	i	i	i	i	i	i	i
O=C(O)C(C(O)c1ccccc1)[n+]1ccccc1 (configuration not stated)	i	i	i	-20*	i	i	i	i	i	i	i
COc1ccnc(CN(C)C(=O)C2CCC(=O)N(CCN(C)C)C2)c1 (configuration not stated)	i	i	i	i	i	i	i	i	i	i	i
CCCCCc1cc(=O)oc2c(C(CCN3CCCC(C)C3)c3ccc(N(C)C)cc3)c(OC)cc(OC)c12 (configuration not stated)	i	i	i	i	i	i	i	i	i	i	i
CC(Oc1ccc(F)cc1)C(=O)Nc1cc(C(F)(F)F)ccc1-n1cncn1 (configuration not stated)	i	i	i	i	i	i	i	i	i	i	i
O=C1NCCCCC1NC1CC(=O)N(c2ccccc2)C1=O (configuration not stated)	i	nt	nt	i	nt	nt	i	nt	i	nt	i
CCCC(NC(=O)COc1cc2c(c3oc(=O)c(C)c(C)c13)CCC(C)(C)O2)C(=O)O (configuration not stated)	i	i	i	i	i	i	i	i	i	i	i
Cc1c(C(=O)NCc2cccnc2)oc2ccccc12	i	i	i	i	i	i	i	i	i	i	i
CCc1nnc(NC(=O)C2CCN(c3cnccn3)CC2)s1	i	i	i	i	i	i	i	i	i	i	i
Cc1ccc(C(=O)N/N=C/C=C/c2ccccc2)o1	-7*	i	i	i	i	i	i	i	i	i	i
COc1ccccc1C(=O)Nn1c(C2CCC2)nc2ccccc2c1=O	i	i	i	i	i	i	i	i	i	i	i
Cc1cc(Oc2ccccc2)nc(SCC(=O)Nc2ccc(Cl)c(Cl)c2)n1	i	i	i	i	i	i	i	i	i	i	i
Cc1cc(Cl)ccc1C(=O)C1CCCN(C(=O)c2cscn2)C1 (configuration not stated)	i	i	i	i	i	i	i	i	i	i	i
COCCCNC(=O)C1CCC(CNS(=O)(=O)c2ccc(Cl)cc2)CC1 (configuration not stated)	i	i	i	i	i	i	i	i	i	i	i
CC(=O)Nc1ccc(N=Cc2ccc[nH]2)cc1	i	i	i	i	i	i	i	i	i	i	i
Cc1c(Cl)cccc1NC(=O)N1CCN(C(=O)c2ccco2)CC1	i	i	i	i	i	i	i	i	i	i	i
COc1ccc(C2CC(c3ccc(F)cc3)=NN2c2ccccc2)cc1OC (configuration not stated)	i	i	i	i	i	i	i	i	i	i	i
COc1ccccc1N1CCN(C(=O)CSc2nnc(NC(=O)c3ccco3)s2)CC1	i	i	i	i	i	i	i	i	i	i	i
CCC(=O)c1ccc(OCC(=O)OC(C)C(=O)N2CCc3ccccc32)cc1 (configuration not stated)	i	i	i	i	i	i	i	i	i	i	i
O=C(NCc1ccccc1)c1ccc(Br)o1	i	nt	nt	i	nt	nt	i	nt	i	nt	i
Nc1nc(COc2ccccc2C=O)nc(Nc2ccccc2)n1	i	i	i	i	i	i	i	i	i	i	i

Going on with the list:
SMILES	MrgX1 antagonist	TRPC4 block	RGS4 inh	ANO1 activ	TRPC4 agonist	TRPC4 PAM	MrgX1 allo act	TRPC6 inh	MrgX1 ag	TRPC6 activator	TMEM16A inh
CC1CCN(c2ccc(C(=O)O)cc2NS(=O)(=O)c2ccc(Br)cc2)CC1	i	i	i	i	i	i	i	i	i	i	i
O=C1N2CCSC2=NC1(Nc1ccccn1)C(F)(F)F (configuration not stated)	i	i	i	i	i	i	i	i	i	i	i
CCn1c(SCC(=O)NC(C)(C)C)nnc1-c1ccoc1C	i	i	i	i	i	i	i	i	i	i	i
CCN(CC)C(=O)c1ccc2c3c(cccc13)C(=O)N(CCc1ccc(OC)c(OC)c1)C2=O	i	i	i	i	i	i	i	i	i	i	i
Cc1ccc(S(=O)(=O)CC(=O)c2ccc(C(C)(C)C)cc2)cc1	i	i	i	i	i	i	i	i	i	i	i
COC(=O)c1cccc(CN2C(=O)SC(Nc3ccc(C)cc3)C2=O)c1 (configuration not stated)	i	i	i	i	i	i	i	i	i	i	i
CC(=O)C1=C(O)C(=O)N(CCc2ccccc2)C1c1ccccc1[N+](=O)[O-] (configuration not stated)	i	i	i	i	i	i	i	i	i	i	i
COc1ccccc1N1CCN(C(=O)N2CCOCC2)CC1	i	i	i	i	i	i	i	i	i	i	i
Cc1cccc(-c2noc(CCCOc3ccc(Cl)cc3Cl)n2)c1	i	i	i	i	i	i	i	i	i	i	i
CC1(C)NS(=O)(=O)Oc2ccccc21	i	i	i	i	i	i	i	i	i	i	i
O=C(c1cccs1)n1nc(-c2ccccc2)nc1NCc1ccc(F)cc1	i	i	i	i	i	i	i	i	i	i	i
O=c1c2ccccc2nc(COc2ccccc2)n1/N=C/c1cc([N+](=O)[O-])ccc1O	i	i	i	i	i	27*	i	i	i	i	100*
CCOc1ccc(N2C(=O)C3Sc4[nH]c(=O)sc4C(/C=C/c4ccccc4)C3C2=O)cc1 (configuration not stated)	i	i	i	i	i	i	i	i	i	i	i
Cc1nc2ccc(S(=O)(=O)N(C)CC(=O)NCCc3ccccc3)cc2s1	i	i	i	i	i	i	i	i	i	i	i
CCOc1cc(CNCC2CCCO2)cc(Br)c1OCC(N)=O (configuration not stated)	i	i	i	i	i	i	i	i	i	i	i
C[C@H](NC(=O)[C@@H]1CCC(=O)N1Cc1ccco1)c1ccccc1	i	i	i	i	i	i	i	i	i	i	i
COc1cc(NC(=O)CCc2nnc3ccc(N4CCCC4)nn23)cc(OC)c1OC	i	i	i	i	i	i	i	i	i	i	i
